# PPARg SRC-3 ag: promotes SRC-3 coactivator recruitment by human PPARgamma. P37231. biochemical PPARgamma/SRC-3 coactivator recruitment assay. activation, % at 8 µM. 200,000 compounds, 0.26% hits. AID 731; in the data active means activation above about 23%;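 further: 0% = DMSO and 100% = reference agonist; some compounds past the cut are filed as inactive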
# Target sequence (P37231 whole entry, looked up): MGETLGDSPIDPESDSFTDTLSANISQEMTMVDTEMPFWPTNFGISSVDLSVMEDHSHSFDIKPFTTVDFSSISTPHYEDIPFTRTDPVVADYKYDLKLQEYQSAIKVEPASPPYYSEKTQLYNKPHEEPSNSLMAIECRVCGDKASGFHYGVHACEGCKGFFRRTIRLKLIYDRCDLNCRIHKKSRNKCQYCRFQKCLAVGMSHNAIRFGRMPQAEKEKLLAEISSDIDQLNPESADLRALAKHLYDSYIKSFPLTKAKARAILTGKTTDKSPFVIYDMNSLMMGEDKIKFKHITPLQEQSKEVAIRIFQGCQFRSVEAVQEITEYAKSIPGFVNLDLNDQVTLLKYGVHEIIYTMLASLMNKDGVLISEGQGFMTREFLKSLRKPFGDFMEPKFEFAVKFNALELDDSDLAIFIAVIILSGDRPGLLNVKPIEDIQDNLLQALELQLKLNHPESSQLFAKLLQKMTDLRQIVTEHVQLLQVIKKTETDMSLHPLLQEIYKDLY
# Lmaj promast: inhibitors of Leishmania major promastigote growth; Leishmania major promastigotes, resazurin fluorescence viability; inhibition, % at 10 µM; 200,000 compounds, 9% hits; AID 1063; in the data active means inhibition above about 50%;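 further: promastigotes grown with compound for 44 hours at 28 °C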
# PPARg SRC-1 ag: PPARgamma-driven SRC-1 recruitment agonism. activation, % at 8 µM. AID 631. 200,000 compounds, 0.41% hits. PPARgamma-SRC-1 coactivator recruitment biochemical assay. P37231; in the data active means activation above about 19%;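 further: 0% = DMSO and 100% = reference agonist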
# ROMK primary: modulators of human ROMK potassium channel | P48048 | Tet-inducible ROMK, thallium flux fluorescence; actives lie on both sides | B-score at 10 µM | 130,000 compounds, 2% hits | AID 1918;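 active means signal ratio slope over the read window, or its plate-corrected B-score, at least 3 SD from the plate mean, either direction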;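 further: B-score of the F/F0 ratio slope over 7 to 12 s after thallium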
# S1P3 antag: antagonists of human S1P3 receptor; Q99500; CHO S1P3 NFAT-BLA reporter, FRET fluorescence, antagonist mode; inhibition, % at 4.98 µM; 170,000 compounds, 0.27% hits; AID 485;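 active means inhibition above the plate cutoff, the mean inhibition of test wells on that plate plus 3 SD, cut at about 28% in these data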;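 further: cells challenged with S1P at its EC80 of 0.8 µM; blue over green emission ratio from cleaved BLA substrate after 4 h stimulation; 0% = S1P-stimulated wells and 100% = unstimulated DMSO-only wells; some compounds past the cut are filed as inactive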
# Target sequence (Q99500 whole entry, looked up): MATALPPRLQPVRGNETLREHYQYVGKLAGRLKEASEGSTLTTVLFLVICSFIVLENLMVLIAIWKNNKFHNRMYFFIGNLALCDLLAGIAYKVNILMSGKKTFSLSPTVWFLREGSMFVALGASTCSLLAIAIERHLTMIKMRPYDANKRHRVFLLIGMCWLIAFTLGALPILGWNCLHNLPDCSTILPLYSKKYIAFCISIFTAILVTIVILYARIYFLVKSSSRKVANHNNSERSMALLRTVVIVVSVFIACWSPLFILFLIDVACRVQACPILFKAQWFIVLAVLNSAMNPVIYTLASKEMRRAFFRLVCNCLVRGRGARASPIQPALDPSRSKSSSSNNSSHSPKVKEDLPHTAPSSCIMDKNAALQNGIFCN
# PPARg SRC2 recr: agonists of SRC-2 recruitment by human PPARgamma | PPARgamma LBD-SRC-2 recruitment, biochemical | activation, % at 8 µM | 200,000 compounds, 0.34% hits; in the data active means activation above about 22%;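 further: 0% = vehicle and 100% = reference agonist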
# DTT redox prof: compounds producing H2O2 with reducing agent – biochemical, NIH compound library profiling, artefact control for MLSCN library redox annotation, primary screen; 200,000 compounds, 0.03% hits; activation, % at 10 µM; DTT-dependent redox cycling H2O2, phenol red/HRP absorbance; 100% = 100 µM peroxide control, 0% = buffer;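 active means activation of at least 50% relative to the plate's high and low controls in the primary single-dose screen; inactive means activation below 50%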;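 further: compound incubated with DTT at 0.8 mM final as the reducing agent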
# TLR4 MyD88 comp: blocks binding of human TLR4 to MyD88. O00206+Q99836. HeLa CL3-4 TLR4/MyD88 BLA complementation, FRET ratio. inhibition, % at 8.4 µM. 200,000 compounds, 0.18% hits. AID 861; in the data active means inhibition above about 25%;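 further: 0% = vehicle and 100% = reference inhibitor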
# SRC2 TRFRET art: TR-FRET artefact, counter-screen to PPARgamma/SRC-2 agonist assay. 200,000 compounds, 0.4% hits. active compounds read high. TR-FRET ratio at 8 µM; in the data active means TR-FRET ratio above about 2000; further: inactives centre near 1500
# bIAP act: increases bovine intestinal alkaline phosphatase activity; purified bovine IAP, CDP-star luminescence, 30 min; active compounds read high; fold of DMSO-control signal, blank-subtracted; activation factor at 20 µM; 200,000 compounds, 0.17% hits; AID 1016;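 active means activation factor of 2 or more at 20 µM, a signal rise over negative controls twice the positive control's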
# bIAP inhibitor: blocks bovine intestinal alkaline phosphatase activity; purified bovine IAP, CDP-star luminescence, 30 min; inhibition, % at 20 µM; 190,000 tested, under 10 active; AID 1019;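 active means over 50% inhibition of intestinal alkaline phosphatase at 20 µM in the single-dose screen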
#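 test system = bovine IAP enzyme | medium = DEA buffer 100 mM, pH 9.8, with MgCl2 1.0 mM, ZnCl2 0.02 mM | detection = luminescence | dosing = single compound dose of 20 µM, 2% DMSO final | incubation = 30 min reaction at room temperature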
# * hit, by the source's call; / = not tested or not shown. Random draw from the library; any-hit rate near 11%.
SMILES,PPARg SRC-3 ag,Lmaj promast,PPARg SRC-1 ag,ROMK primary,S1P3 antag,PPARg SRC2 recr,DTT redox prof,TLR4 MyD88 comp,SRC2 TRFRET art,bIAP act,bIAP inhibitor
CCOC(=O)C1=C(C)OC(N)=C(C#N)C1c1cc(C)sc1C (stereo not given),-5.7,-2.5,-5.5,/,/,4.3,1.8,4.6,1603,1,-4.3
CNC(=O)CSc1nnc(COc2ccc([N+](=O)[O-])cc2)n1C,-6.0,0.2,-6.0,0.0121,-8.2,-8.8,1.0,-1.9,1452,1.1,-7.1
Brc1cc(/C=N/n2cnnc2)oc1Br,-4.7,-0.5,1.6,-0.294,-2.7,-3.4,-0.1,7.7,1539,1,1.0
O=C(CSc1nnc(SCc2cccc3ccccc23)s1)N=Nc1c(O)[nH]c2ccccc12,-0.8,-6.6,-6.9,/,-1.9,3.3,0.3,6.6,1507,0.9,6.0
O=C(O)C1Nc2c(C(=O)N3CCOCC3)cccc2C2C=CCC12 (stereo not given),-5.2,-4.2,17.4,-0.0127,0.9,-2.2,-3.4,4.9,1865,0.9,5.9
CCOC(=O)Nc1ccc(C(=O)Oc2ccccc2)c(O)c1,11.6,-6.8,12.4,/,-21.2,4.2,1.6,-10.0,1718,0.9,9.2
CC(C)(C)c1ccc(C(=O)Nc2cnccn2)cc1,10.1,-2.3,1.9,/,2.9,6.3,0.7,6.2,1522,0.9,8.9
C1=Nc2c(Nc3ccccc3)ncnc2Oc2ccccc21,-2.2,6.7,2.9,-1.4,3.5,-2.8,0.0,-1.2,1552,0.8,19.0
COc1ccc(CC(=O)c2cc(OC)c(OC)cc2CC(=O)O)cc1OC,2.3,-1.3,6.3,/,15.3,0.1,2.5,-8.2,1431,0.9,9.4
COc1ccccc1NC(=O)NC(=O)N(C(C)C)S(C)(=O)=O,1.6,1.0,-1.4,0.321,/,3.9,-0.4,2.2,1501,1,4.3
Nc1[nH]c(N=NC(=O)c2ccccc2O)c2ccccc12,-0.3,7.5,-3.1,0.161,-2.4,-0.6,-0.1,0.7,1380,1.1,-13.6
CCN(CC)C(=O)C1CCCc2c1[nH]c1ccc(Cl)cc21 (stereo not given),7.2,0.1,-0.2,/,-18.1,5.6,-0.1,4.6,1381,0.9,12.5
CCOC(=O)C1CN(S(=O)(=O)c2ccc(OC)cc2)c2cc(S(=O)(=O)CC)ccc2O1 (stereo not given),3.3,-2.6,13.4,/,/,10.5,1.2,8.2,1605,1,-4.2
Cc1ccc(OCCNC(=O)c2cccc(Oc3ccc(C(F)(F)F)cc3[N+](=O)[O-])c2)cc1,-0.4,12.6,-4.5,0.434,4.4,-7.5,0.2,4.3,1399,1.1,-5.3
CC(=O)NC(Cc1ccccc1C)C(=O)NC1CCN(c2ncccc2[N+](=O)[O-])CC1 (stereo not given),3.1,-5.8,5.6,/,-2.1,3.4,0.2,0.8,1729,0.9,9.5

# Copied from the list:
# Result for `COc1ccccc1NC(=O)NC(=O)N(C(C)C)S(C)(=O)=O` under SRC2 TRFRET art: 1501
# Result for `CCOC(=O)Nc1ccc(C(=O)Oc2ccccc2)c(O)c1` under SRC2 TRFRET art: 1718

# More records follow.
SMILES,PPARg SRC-3 ag,Lmaj promast,PPARg SRC-1 ag,ROMK primary,S1P3 antag,PPARg SRC2 recr,DTT redox prof,TLR4 MyD88 comp,SRC2 TRFRET art,bIAP act,bIAP inhibitor
Cc1cc(C)n(-c2cc(-n3nc(C)cc3C)ncn2)n1,-4.9,-5.1,0.9,/,6.5,-1.7,-0.6,4.6,1485,0.9,6.7
CCOC(=O)N1CCC(Nc2nc3ccccc3n3cnnc23)CC1,5.0,-4.6,-4.0,/,-31.2,4.2,-0.2,-16.6,1529,/,/
COc1ccccc1C(=O)NNC(=O)c1nn(Cc2ccccc2)c(=O)c2ccccc12,-0.9,1.1,-9.3,0.276,-16.2,-4.8,8.0,-0.2,1387,1.4,-37.4
CCCCN1CC(O)=C(c2nc(-c3ccc(Cl)cc3)cs2)C1=N,3.9,24.6,4.7,0.23,/,4.9,1.1,-6.3,1509,0.6,35.1
O=C(COC(=O)CCSc1ccc(Cl)cc1)NCc1ccc(Cl)cc1,5.1,-4.8,2.1,/,-16.5,0.2,0.1,3.2,1461,1,0.8
CS(=O)(=O)N(CC(=O)Nc1ccc(C(N)=O)cc1)C1CCCCC1,-5.9,-4.7,4.9,-1.82,/,7.0,0.1,1.1,1387,1,4.1
O=C1CNC(=S)N1c1nc(-c2ccccc2)cs1,1.1,-3.9,0.5,/,-101.3,4.5,0.2,6.8,1720,0.9,12.8
Cc1ccc(N2C(=O)CS(=O)C(c3ccccc3)C2=O)cc1C (stereo not given),4.2,-9.4,3.9,-0.114,-13.7,6.7,-0.7,1.6,1696,1.1,-5.4
O=C(O)C1CC1C(=O)Nc1cc(F)ccc1F (stereo not given),-1.6,-2.5,-4.0,-0.00665,-12.9,4.4,-0.9,-21.6,1509,1,4.6
CN(c1ccccc1)S(=O)(=O)c1cc(C(=O)OCC(=O)N2CCN(C(=O)c3ccco3)CC2)ccc1Cl,3.2,-3.3,-2.2,-0.253,-7.2,3.0,-1.9,0.1,1582,1.1,-7.4
CCOC(=O)N1CCC(NC(=O)C2CCCN(c3nc4ccccc4o3)C2)CC1 (stereo not given),-1.6,7.7,-2.2,0.148,-22.5,-1.8,-0.2,-5.2,1361,1.1,-8.5
CN(C)S(=O)(=O)c1cccc(N2C(=O)CC3(CCCCC3)CC2=O)c1,-1.5,0.4,0.5,0.232,10.6,7.5,-0.1,10.8,1625,1,2.8
OCC(Cc1ccccc1)Nc1c2ccccc2nc2ccccc12 (stereo not given),-4.0,26.9,-0.7,-6.36*,2.6,5.8,0.0,-11.9,1574,1,-2.8
C=C(C)CC1N(c2cccc(OC)c2)C(=O)C2C(C(=O)O)C3C=CC21O3 (stereo not given),11.7,-7.6,0.5,/,-9.3,5.5,-0.8,-4.1,1631,0.9,9.4
C=CCOc1c(Cl)cc(CNc2nccs2)cc1OC,0.0,10.7,-2.0,-0.807,2.6,-5.6,-0.5,1.8,1536,0.8,16.4
Cc1cc(=O)[nH]c(SCC(=O)NC(C)C2CC3CCC2C3)c1C#N (stereo not given),2.6,6.2,3.0,-0.213,-26.8,-2.9,-0.9,-5.8,1786,1,-1.5
CC(/C=C1\SC(=S)N(CCCC(=O)Nc2ccc(C(=O)O)cc2)C1=O)=C\c1ccccc1,-1.3,1.0,3.7,-2.76*,0.9,-0.9,0.2,-9.5,1639,0.9,5.1
CCn1c(SCC(=O)Nc2nc(-c3ccccc3)cs2)nnc1-c1ccccc1,9.6,25.9,1.6,/,-12.3,5.2,-0.2,-17.3,1673,1.2,-22.8
Cc1ccc(S(=O)(=O)N2CCCCC2)cc1C(=O)N1CCN(c2ccccn2)CC1,-1.3,-0.7,-2.3,-0.664,7.6,-8.8,0.7,-8.3,1355,1.1,-8.9
CC1(C)CC(=O)c2cnc(NC(=O)Cc3ccc(Cl)cc3)nc2C1,6.2,-5.2,1.5,/,-77.4,2.6,0.0,6.7,1414,1,-2.2
Nc1nc2n(n1)C1(CCCCC1)C1=C(CCCC1)N2,-0.7,-3.1,8.3,0.684,-0.6,0.1,1.3,-11.5,1870,1.1,-6.9
O=C(NCC(=O)N(CC1CCCO1)C(C(=O)NC1CCCCC1)c1ccccc1)c1cccs1 (stereo not given),-0.8,-4.8,-5.5,/,/,16.7,-3.4,8.2,1685,1,-4.0
CC(C)(C)Cc1nnc(NS(=O)(=O)Cc2ccccc2)s1,-7.6,-7.2,-3.1,0.0839,-0.6,-2.5,0.0,-6.6,1548,0.9,5.8
Cc1ccnc(NC(=O)c2cc(S(=O)(=O)N3CCCCC3)ccc2Cl)c1,8.4,28.2,1.3,0.0814,/,3.4,0.1,-15.0,1425,1.1,-6.7
CC(=O)c1ccc(-n2nncc2C(C)(C)C)cc1,10.8,1.1,4.2,/,/,2.0,1.2,-4.8,1573,0.9,6.0
O=C(c1ccc([N+](=O)[O-])cc1)N1CCC(Cc2ccccc2)CC1,1.6,-0.8,1.8,-2.41,17.5,-3.0,-0.1,-4.7,1475,1,4.6
Cc1c(Cl)cccc1NC(=S)NCCC(c1ccccc1)c1ccccc1,-4.6,42.7,3.1,0.00841,7.7,-6.0,4.3,-2.1,1715,0.8,15.6
COCc1cc(C)nc(SCC[N+](C)(C)CC(=O)c2ccc(Br)cc2)c1C#N,-0.5,5.0,0.6,0.0214,0.7,5.7,-2.2,-7.9,1491,0.8,20.9
Cc1ccc(S(=O)(=O)c2c(C)cc(C)nc2N2CCOCC2)cc1,5.2,19.4,6.2,0.013,-11.4,5.1,-1.1,7.4,1634,1.1,-11.9
COc1ccc(-n2nnnc2SCC(=O)N2CCN(C(=O)c3ccco3)CC2)cc1OC,-4.0,9.6,-2.8,-0.907,-4.5,-2.0,-1.2,6.3,1598,1,-2.8
Cc1cccc2nc(CSc3nnc(N)s3)cn12,4.2,1.9,8.1,0.699,-24.8,9.7,-0.1,-3.7,1632,1.1,-7.3
O=c1oc2cc(OCc3ccc(F)cc3F)ccc2cc1-c1ccccn1,4.0,-2.3,1.2,/,/,-1.4,2.8,1.8,1559,0.9,8.2
CC(C)(C)N1CC(c2nc3ccccc3n2Cc2ccc(F)cc2)CC1=O (stereo not given),9.5,22.5,2.2,-0.00724,/,9.7,0.1,-3.6,1470,1.1,-12.1
O=C(c1cnn2c(C(F)(F)F)cc(-c3cccs3)nc12)N1CCN(Cc2ccccc2)CC1,4.7,30.1,1.5,/,/,3.9,-0.9,-16.9,1528,1,2.6
CCCCCc1ccc(OCCCC[n+]2ccccc2)c(CCCCC)c1,4.5,100.5*,-4.1,-4.92*,-8.0,0.8,-0.3,9.4,1519,0.7,32.4
COc1ccc(S(=O)(=O)Nc2ccccc2SC)cc1C,1.5,-3.0,0.4,/,17.9,4.6,0.2,-5.5,1411,0.9,13.1
Cc1ccc(OCC(=O)N/N=C/c2cn(Cc3ccccc3)c3ccccc23)cc1,-0.6,3.8,-2.7,/,12.3,1.1,-0.3,-14.8,1579,0.9,11.9
CC1CCCC(NC(=S)NC(=O)c2cncc(Br)c2)C1C (stereo not given),-0.1,45.8,-8.6,-0.975,11.8,0.1,0.1,-1.8,1521,1,3.4
O=C(C1CCC1)N1CCc2cc(S(=O)(=O)NCc3ccccn3)ccc21,-3.8,-6.5,-0.2,-0.744,/,0.0,0.2,-3.7,1357,1,-1.2
Cc1ccc(S(=O)(=O)n2nc(C)cc2C)cc1,12.3,-0.8,5.2,-0.467,/,3.0,0.1,-1.3,1699,0.9,9.8
CCN1CCN(CCNC(=O)C2CCCN(Cc3nc(-c4cccc(Cl)c4)oc3C)C2)CC1 (stereo not given),1.3,94.1*,2.5,/,12.1,-0.3,-0.8,-8.0,1616,1.2,-15.1
